EPAC2 agonist – activates human EPAC2 exchange factor; EPAC2 activation, biochemical qHTS; response scale: 100% = 6.5 mM cAMP response; Potency, µM (doses to about 154 µM), for the others: at the top dose activation, most hits filed as activators; hit rate 0.079% among 360,000; AID 720711; further: potency means the concentration at half of the fitted maximal effect; nearly all actives have a fitted effect of over 50% in size
Target sequence (Q8WZA2 whole entry, looked up): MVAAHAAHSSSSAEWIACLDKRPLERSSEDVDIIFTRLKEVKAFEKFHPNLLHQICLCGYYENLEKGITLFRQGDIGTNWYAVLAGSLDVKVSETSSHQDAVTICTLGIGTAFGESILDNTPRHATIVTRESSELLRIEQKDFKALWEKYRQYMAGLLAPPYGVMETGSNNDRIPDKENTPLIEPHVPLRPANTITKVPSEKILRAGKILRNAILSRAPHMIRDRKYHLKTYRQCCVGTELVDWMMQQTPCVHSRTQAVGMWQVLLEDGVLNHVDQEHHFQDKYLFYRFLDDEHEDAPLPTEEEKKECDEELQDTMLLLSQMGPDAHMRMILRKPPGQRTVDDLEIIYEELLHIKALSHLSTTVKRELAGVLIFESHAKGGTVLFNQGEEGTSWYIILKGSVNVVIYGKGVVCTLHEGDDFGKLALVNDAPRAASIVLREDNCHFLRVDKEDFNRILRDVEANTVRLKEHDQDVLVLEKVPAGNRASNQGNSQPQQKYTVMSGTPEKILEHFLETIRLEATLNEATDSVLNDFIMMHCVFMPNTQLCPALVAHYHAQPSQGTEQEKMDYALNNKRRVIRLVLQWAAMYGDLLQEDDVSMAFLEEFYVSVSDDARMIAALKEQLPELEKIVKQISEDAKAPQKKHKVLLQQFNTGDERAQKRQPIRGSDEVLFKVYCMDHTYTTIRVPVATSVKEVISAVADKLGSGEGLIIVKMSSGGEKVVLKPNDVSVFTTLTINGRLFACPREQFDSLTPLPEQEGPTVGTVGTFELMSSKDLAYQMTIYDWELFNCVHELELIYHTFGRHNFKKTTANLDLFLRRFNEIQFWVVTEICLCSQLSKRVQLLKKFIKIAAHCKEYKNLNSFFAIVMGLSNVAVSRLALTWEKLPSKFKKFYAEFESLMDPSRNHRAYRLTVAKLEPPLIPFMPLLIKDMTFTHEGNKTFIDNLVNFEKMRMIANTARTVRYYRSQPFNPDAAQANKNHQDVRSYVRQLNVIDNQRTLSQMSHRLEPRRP
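Compounds were added across a concentration range to EPAC2 (100 nM), RAP1B-BODIPY-GDP (250 nM) and GDP (50 uM). After 5 min at room temperature, fluorescence was recorded at 5-min intervals for 30 min.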
pAkt inh – Akt phosphorylation inhibition | Neuro2A IGF-stimulated pAkt S473 HTRF, 20 min; stronger effect = lower value | activity change, % for hits at 50 µM | hit rate 0.32% among 360,000; in the data active means activity change below about -80%; inconclusive means mostly about -51% to -80%; further: on the % scale 0 is the no-effect control and ±100 the full control effect
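Neuro2A cells (4,500/well, DMEM with 0.5% FBS) were treated with compound at a single 50 µM final concentration, stimulated with 6 nM IGF for 20 min at 37 °C, and lysed. Phospho-Akt Ser473 was read by HTRF as 665/615 ratio ×10^4.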
EPAC2 antagonist – blocks human EPAC2 exchange factor | Q8WZA2 | EPAC2 GEF exchange of Rap1B-BODIPY-GDP, fluorescence | Potency, µM (highest dose often 114 µM), inactives show at the top dose activity, negative = inhibition, most hits filed as inhibitors | hit rate 0.18% among 360,000 | AID 720708; further: potency means the concentration at half of the fitted maximal effect; on the % scale 0 is the no-effect control and ±100 the full control effect; nearly all actives have a fitted effect of over 45% in size; many of its hits are not listed in these tables
MmCpn inh – inhibitors of Methanococcus maripaludis chaperonin (MmCpn). purified Mm-Cpn ATPase, ADP Transcreener TR-FRET. Potency, µM (doses to about 76.9 µM), without a hit: top-dose activity, negative = inhibition, usual class: inhibitors. hit rate 0.031% among 330,000. AID 504842; further: potency means the concentration at half of the fitted maximal effect; on the % scale 0 is the no-effect control and ±100 the full control effect; nearly all actives have a fitted effect of over 80% in size
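Reaction buffer contained 30 mM Tris pH 7.4, 100 mM KCl, 5 mM MgCl2 and 1 mM DTT. Mm-CPN (25 nM final) hydrolysed 10 uM ATP over 30 min at 37°C; ADP was read by HTRF.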
Nrf2 ARE act – Nrf2 pathway activation | AREc32 ARE-luciferase reporter (MCF7-derived line), luminescence, 24 h | Potency, µM (highest dose often 46.1 µM), for the others: top-dose activation, most hits filed as activators | hit rate 0.31% among 410,000 | AID 624171; further: potency means the concentration at half of the fitted maximal effect; % of control where 0% means no effect; nearly all actives have a fitted effect of over 65% in size
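Luminescent ARE reporter assay in AREc32_Fluc cells: overnight plating at 37 deg C, 24 hr compound incubation, Steady-Glo added, 30 min RT before reading.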
CCT chaperon mod – modulators of cytosolic chaperonin (CCT/TRiC) activity | purified chaperonin ATPase assay, HTRF ADP detection, 30 min | activity change, % (no concentration beside the values), hits read low | hit rate 0.3% among 360,000 | AID 651819; in the data active means activity change below about -30%; further: on the % scale 0 is the no-effect control and ±100 the full control effect
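We incubate TRiC, 40 or 20 nM final, with library compounds at 76 uM and 10 uM ATP for 30 min at 37 °C. ADP formed is detected with Transcreener HTRF reagents after 30 min at room temperature.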
TGFb SMAD3 inh – blocks TGF-b signaling; HepG2 CAGA-GFP TGF-b/SMAD3 reporter, GFP fluorescence, 18 h; TGF-beta stimulated, 500 pg/mL final; Potency, µM (top dose mostly 46.1 µM), for inactives: at the highest dose activity, negative = inhibition, usual class: inhibitors; hit rate 1.2% among 410,000; further: potency means the concentration at half of the fitted maximal effect; on the % scale 0 is the no-effect control and ±100 the full control effect; nearly all actives have a fitted effect of over 65% in size
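HEPG2 CAGA-GFP cells (1000/well, DMEM with 1% FBS) were pre-incubated 2 h at 37 degrees C, given compound by pin tool, then stimulated with TGF-beta at 500 pg/mL final for 18 h before per-cell GFP fluorescence imaging.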
Nrf2 inh – Nrf2 pathway inhibition. A549 ARE-Fluc reporter, luciferase luminescence, 18-24 h. Potency, µM (titrated, usually from 46 µM), inactives show at the highest dose activity change, negative = inhibition, usual class: inhibitors. hit rate 2.1% among 360,000; further: potency means the concentration at half of the fitted maximal effect; on the % scale 0 is the no-effect control and ±100 the full control effect; nearly all actives have a fitted effect of over 60% in size
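Nrf2 activity is the BugLite luminescence, read 15 min after reagent at room temperature, following CellTiter-Fluor cytotoxicity readout (30 min, 37C). Compound titrations were applied for 18-24 h to 5000 A549 ARE_Fluc cells/well in 5% FBS OPTI-MEM.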
A549 tox – counter-screen for Nrf2 inhibitors: cytotoxicity in A549 cells; A549 ARE-Fluc cells, CellTiter-Fluor viability, 18-24 h; Potency, µM (doses to about 46 µM), for inactives: at the highest dose activity change, negative = cytotoxicity, hits mostly inhibitors; hit rate 0.16% among 390,000; further: potency means the concentration at half of the fitted maximal effect; on the % scale 0 is the no-effect control and ±100 the full control effect
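A549 ARE-Fluc cells in 5% FBS OPTI-MEM, 5000 cells/well, rested 2 h then exposed to compounds in concentration-response for 18-24 h at 37 °C. Viability by CellTiter-Fluor fluorescence (Ex 405/Em 525) after 30 min; luciferase luminescence (BugLite, 15 min, RT) read afterwards.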
Numbers without * were called inactive; i = inactive; u = inconclusive; x = not tested or not shown; & = joins results of further samples. Unless noted, the call rests on the fitted dose curve; in most records, active means well fitted curve in the direction sought with a large enough effect; inconclusive means small, poorly fitted or top-dose-only effect, or another doubt; inactive means no such curve, though single readings can be large; an effect the other way counts as inactive or inconclusive. These rows are one share of the data; the hit share may differ from the screen's.

SMILES	EPAC2 agonist	pAkt inh	EPAC2 antagonist	MmCpn inh	Nrf2 ARE act	CCT chaperon mod	TGFb SMAD3 inh	Nrf2 inh	A549 tox
CC(=O)N1c2ccc(S(=O)(=O)N3CCC(C(=O)Nc4cccc(C)c4C)CC3)cc2CC1C (stereo not given)	5%	i	-3%	0%	-0.7%	-0.3	13%	-31%	-4%
CC(C)(C)NC(=O)NC(=O)CN1CCN(c2cccc(Cl)c2)CC1	8%	i	-5%	1%	0.1%	1.3	-20%	u	-5%
CCCC(=O)Nc1ccc(NC(=O)c2ccccc2OC)cn1	6%	i	-2%	-2%	3.5%	0.3	1%	u	1%
O=C(Nc1ccc2c(c1)OCCO2)c1cnccn1	11%	i	-2%	-2%	0.0%	-2.1	2%	u	-3%
CC(=O)c1sc(N/N=C\c2cccc(Br)c2)nc1C	1%	i	4%	-7%	5.5%	-3.4	-20%	27%	-5%
CCc1nc2ccc(C(=O)NCCCN3CCCC3=O)cn2c1N(C=O)CC	2%	i	6%	x	-0.1%	-1.5	15%	x	x
CCc1cc2cc(C)cc(C)c2nc1SCC(=O)NNC(=O)c1ccco1	-9%	i	-2%	-2%	-0.4%	-0.2	0%	-12%	-6%
Cc1cc(C)cc(OCC(=O)NCCc2nc3ccccc3[nH]2)c1	9%	i	-2%	0%	0.0%&5.4%	-2.0	2%&-5%	u	2%&-9%
CC(C)C(NC(=O)C(Cc1ccccc1)NC(=O)OCc1ccccc1)C(=O)O (stereo not given)	-2%	i	-24%	4%	0.2%	0.7	-13%	-14%	4%
CS(=O)(=O)Nc1ccc(Cc2ccc(NS(C)(=O)=O)cc2)cc1	10%	i	2%	1%	-0.5%	-1.7	-17%	u	-17%
CC(C)(C)c1cc(Cl)ccc1OCCn1ccnc1	7%	i	-24%	2%	-0.2%	-2.1	-14%	-19%	4%
Cc1nc2ncccn2c1-c1csc(Nc2ccc(N(C)C)cc2)n1	5%	i	-9%	-7%	11%	-1.3	-25%	18%	-10%
O=C(CSc1ccc2nnc(CCNC(=O)c3ccccc3)n2n1)NCc1ccco1	9%	i	0%	2%	-0.3%	0.4	1%	-6%	-2%
CCN(CC(=O)Nc1ccc(NC(C)=O)cc1)C(=O)c1ccc(=O)n(C)n1	6%	i	8%	-3%	0.0%	-3.0	-27%	-10%	-3%
CC1CCN(S(=O)(=O)c2ccc3c(c2)c(=O)c(C(=O)N2CCCCC2)cn3C)CC1	6%	i	6%	2%	-0.4%	0.4	4%	-8%	-1%
Cc1ccc(NC(=S)N2CCn3cccc3C2c2cccnc2)cc1 (stereo not given)	5%	i	-7%	0%	0.6%	-1.1	-9%	8%	15%
Cc1ccc(S(=O)(=O)N2CCC(NC(=O)OC(C)C)CC2)cc1	-4%	i	-9%	2%	-0.2%	1.2	-26%	u	3%
Cn1c(=O)c(=O)n(C)c2cc(S(=O)(=O)CCC(=O)Nc3c(F)c(F)c(F)c(F)c3F)ccc21	3%	i	4%	1%	25%	-1.8	-10%	5%	3%
COc1ccc(-c2sc(Nc3ccc(F)c(F)c3F)nc2CCC(=O)NN)cc1	-6%	i	-16%	-1%	3.3%	1.0	-1%	6%	3%
CN(C(=O)CSc1ccc(S(=O)(=O)N2CCCCC2)cn1)c1ccccc1	0%	i	-6%	-1%	-1.0%	1.3	-2%	-10%	-2%
O=[N+]([O-])c1cncc([N+](=O)[O-])c1Nc1ccccc1Cl	-1%	i	-18%	1%	u	-2.7	u	-10%	-9%
O=C1NC(=Nc2ccccc2)S/C1=C\c1cccs1	2%	i	-3%	0%	u	-3.0	0%	12%	2%
OCCN=c1cc(-c2ccccc2)oc2ccc(Cl)cc12	6%	i	-7%	-1%	u	-0.6	u	-29%	-10%
O=C(NC(NC(=S)Nc1cc(Cl)ccc1Cl)C(Cl)(Cl)Cl)c1ccco1 (stereo not given)	21%	i	-7%	2%	2.9%	1.2	16µM*	-17%	-2%
CCOc1cc(/C=N/NC(=O)c2cccc([N+](=O)[O-])c2)ccc1OS(=O)(=O)c1ccccc1	4%	i	-3%	-1%	2.7%	-0.3	-1%	u	-21%
Next section:
SMILES	EPAC2 agonist	pAkt inh	EPAC2 antagonist	MmCpn inh	Nrf2 ARE act	CCT chaperon mod	TGFb SMAD3 inh	Nrf2 inh	A549 tox
Cc1ccc(N(CCC(=O)N2CCOCC2)S(=O)(=O)c2ccccc2)cc1	-4%	i	3%	3%	-0.1%	-4.5	-1%	2%	3%
Cc1nc2c3cnn(-c4ccccc4)c3ncn2n1	3%	i	2%	-2%	5.6%	1.6	23%	15%	-3%
Cc1nn(CC(=O)Nc2ccccn2)c(C)c1Br	10%	i	6%	u	2.9%	-0.2	-8%	-7%	-2%
CN1CCN(CCCNC(=O)c2cnn(-c3ccc(F)cc3)c2-n2cccc2)CC1	x	x	x	x	0.0%	x	10%	u	1%
O=C(COC(=O)CCS(=O)(=O)c1ccccc1)Nc1ccc(N2CCCCC2)cc1	4%	i	0%	-2%	0.3%	-0.8	-4%	4%	14%
COC(=O)CCn1nnc(-c2ccc(C)cc2)n1	-2%	i	-4%	1%	-1.0%	-3.9	-5%	1%	-15%
Cc1[nH]nc2c1C(c1cccs1)C(C#N)=C(N)O2 (stereo not given)	10%	i	-11%	-2%	5.0%	-2.2	-2%	-7%	-1%
COc1cc(NC(=O)CN2C(=O)NC(C)(c3ccc(OC(F)F)cc3)C2=O)cc(OC)c1OC (stereo not given)	8%	i	u	0%	0.1%	-1.0	2%	-18%	-6%
CCOC(=O)CNC(=O)COc1coc(CN2CCN(c3ccc(F)cc3)CC2)cc1=O	6%	x	0%	2%	-1.1%	1.7	16%	u	1%
CC(=O)Nc1nc(C)c(CCCOc2ccc([N+](=O)[O-])cc2)c(=O)[nH]1	6%	i	22%	u	0.1%	-0.6	1%	13%	14%
O=C(N/N=C/c1cc([N+](=O)[O-])ccc1N1CCCCCC1)c1ccccn1	-6%	i	7%	-1%	-0.7%	-0.9	-18%	-15%	-21%
COc1ccccc1C(=O)NC(CCSC)C(=O)Nc1ccc(C)c(S(=O)(=O)N2CCOCC2)c1 (stereo not given)	5%	i	-14%	0%	-0.1%	-4.2	0%	-14%	3%
Cc1ccc(OC(=O)c2ccc3nc(C)sc3c2)cc1	-8%	i	-22%	-18%	0.4%	1.7	12%	u	0%
O=C(CCC(=O)OCC(=O)c1ccccc1)Nc1cccc2cccnc12	4%	i	0%	1%	2.0%	-2.7	-3%	-1%	1%
CCN(CC)Cc1c(O)ccc2c(=O)c(Oc3ccccc3OC)c(C)oc12	9%	i	3%	-16%	-0.5%	0.9	-3%	1%	4%
CC(C)(C)C(=O)Cn1c(NCCCO)nc2ccccc21	0%	i	-1%	0%	-0.2%	-1.7	2%	x	7%
COc1ccc(C(=O)C2CCCN(Cc3cc(C)c(O)c(C)c3)C2)c(OC)c1 (stereo not given)	5%	i	-1%	1%	2.1%	-4.7	u	-13%	-8%
O=C1CC(NS(=O)(=O)c2cccnc2)CN1c1ccc(Cl)cc1 (stereo not given)	0%	i	6%	0%	0.0%	0.7	10%	4%	-4%
CCc1ccc(OCC(=O)NNC(=O)c2c(CC)noc2C)cc1	-2%	i	1%	-2%	-0.1%	-2.9	4%	17%	1%
C/C(N)=C(/C#N)C(=O)CSc1nnc(Cc2ccccc2F)n1N	-6%&9%	i	22%&-1%	-3%	-0.8%&0.5%	1.5&-0.4	-3%&19%	1%&-3%	0%&7%
CN(Cc1ccc(Cl)cc1Cl)C(=O)CN1C(=O)NC2(CCCC2)C1=O	-3%	i	4%	2%	0.2%	-2.8	-15%	-8%	-2%
CC1CCN(C(=O)CSc2nnc(-c3ccncc3)n2C)CC1	-3%	i	2%	3%	0.2%	1.4	18%	7%	0%
CCOC(=O)c1cc(COc2cc(Cl)cc(Cl)c2)on1	-1%	i	17%	-12%	-0.1%	-0.5	24%	1%	4%
COc1ccc(-c2[nH]ncc2/C=N/NC(=O)c2cccc([N+](=O)[O-])c2)cc1OC	14%	i	-11%	3%	2.5%	-1.1	-2%	5%	5%
COC(=O)C1CCN(C(=O)CN(C)Cc2ccc(C(C)(C)C)cc2)CC1	-4%	i	-10%	1%	-0.2%	-4.0	u	3%	-1%
Further compounds
SMILES	EPAC2 agonist	pAkt inh	EPAC2 antagonist	MmCpn inh	Nrf2 ARE act	CCT chaperon mod	TGFb SMAD3 inh	Nrf2 inh	A549 tox
COc1ccc(N2C(=O)C(Cl)=C(N3CCOCC3)C2=O)cc1	4%	i	-3%	3%	22%	-0.3	-1%	-4%	6%
CCOC(OCC)P(=O)(C(C)C)C(C)C	10%	i	8%	2%	-0.8%	-1.5	3%	22%	6%
CC(C)N(C(=O)CN1CCC(c2nc3ccccc3[nH]2)CC1)C(C)C	4%	x	-7%	1%	0.4%	-4.6	-1%	-18%	9%
CC(C)CNS(=O)(=O)c1ccc(OCC(=O)Nc2ccc(F)cc2F)cc1	-7%	i	8%	-1%	0.5%	0.1	0%	x	-2%
CC(=O)Nc1ccc(S(=O)(=O)NCc2csc(C)n2)cc1	9%	i	-2%	-2%	-1.3%	-2.3	2%	-15%	-20%
CCCC(=O)Nc1ccc2c(c1)nc1n2CCN(CCOC)C1	10%	i	1%	-2%	-0.1%	0.6	-7%	-5%	8%
Cc1ccc(CCNC(=O)C23CN(Cc4ccccc4)CC2C(c2ccc([N+](=O)[O-])cc2)=NO3)cc1 (stereo not given)	14%	i	8%	1%	-0.9%	-4.3	-7%	-14%	0%

Source: PubChem BioAssay (National Center for Advancing Translational Sciences (NCATS))
